# Screening results as filed in PubChem BioAssay.
# PTPN22 act – increases human PTPN22 phosphatase activity | Q9Y2R2 | recombinant LYP, DiFMUP fluorescence; 0 = plate median, 100 = signal doubled | activation, % at 2 µM | 96,000 tested, 0.11% active | AID 697;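 active = activation at 2 µM above a set limit, the mean plus 5 SD, cut at about 37% in these data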
# CYP2C9 inh – blocks human cytochrome P450 2C9. CYP2C9 Supersomes, luciferin-H conversion, luminescence. inhibition, % at 5 µM. 96,000 tested, 20% active;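 active = blocking of liver enzyme CYP2C9 beyond about 50% at 5 µM, limit read from the data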; also: values of inactives mirror those of a sister screen read the other way
# PLK1 PBD inh – inhibitors of human Plk1 polo box domain binding. 97,000 tested, 0.13% active. AID 693. Plk1 PBD phosphopeptide binding, fluorescence polarization. inhibition, %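 (tested at about 20 µM)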. P53350; in the data active = inhibition above about 34%, passing the limit was not always enough
# CYP2C9 activ – increases human cytochrome P450 2C9 activity; P11712; recombinant CYP2C9, luciferin-H conversion, luminescence; hits give high values; factor 1 = untreated enzyme, 0 = blocked; activation factor at 5 µM; 96,000 tested, 1.4% active;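 active = activation factor of 2 or more for CYP2C9 at a 5 µM dose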;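 also: 0 = sulfaphenazole-blocked wells and 1 = vehicle-only wells; values of inactives mirror those of a sister screen read the other way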
# Rev-RRE block – HIV Rev-RRE protein-RNA interaction inhibition; P05866; Rev peptide-RRE RNA binding, FRET; 97,000 tested, 0.79% active; inhibition, % at 8 µM;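 active = inhibition above the screen-wide mean plus 3 SD, cut at about 35% in these data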;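 also: 0% = median DMSO wells and 100% = median Neomycin B control wells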
#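 assay system = Cy5-tagged RRE RNA duplex with fluorescein-tagged Rev peptide | incubation = 5 + 15 min at 25 °C | also added = labelled Rev peptide | measure = % inhibition of FRET ratio versus controls | benchmarks = DMSO wells as 0% and neomycin B wells as 100% inhibition | measured by = FRET fluorescence readout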
# PLK1 kinase inh – PLK1 (human) kinase inhibition | inhibition, % at 10 µM | AID 619 | 97,000 tested, 0.53% active | P53350 | recombinant PLK1 kinase, TR-FRET peptide phosphorylation;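 active = inhibition of 50% or more in the single-concentration screen; inactive = inhibition below 50%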;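 also: 0% = DMSO max control and 100% = H-89 dihydrochloride min control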
# LYP inh 2 – LYP (human) phosphatase inhibition | 96,000 tested, 0.21% active | inhibition, % at 2 µM | recombinant LYP catalytic domain, DiFMUP fluorescence | AID 640;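 active = inhibition at 2 µM at or above a set limit, the screen mean plus 3 SD, cut at about 24% in these data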;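 also: 0% = DMSO with enzyme and 100% = enzyme fully blocked by orthovanadate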
# Candida biofilm – kills Candida albicans biofilms | C. albicans biofilm + clotrimazole, Alamar Blue | inhibition, % at 6 µM | 85,000 tested, 0.14% active | AID 834;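 active = inhibition above 20%; inactive = inhibition below 20%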;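 also: preformed 24 hr biofilms exposed to compound for 48 hr; 0% = biofilm without compound and 100% = blank killed by clotrimazole plus chlorhexidine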
# EphB4 antag – antagonists of human EphB4-ephrin-B2 interaction; P54760; EphB4 LBD / TNYL-RAW-Alexa532 peptide, fluorescence polarization; inhibition, % at 7 µM; 97,000 tested, 0.15% active; AID 720;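 active = inhibition above the screen-wide mean inhibition plus 3 SD, cut at about 15% in these data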;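 also: 0% = DMSO wells and 100% = excess unlabeled TNYL-RAW peptide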
# Target sequence (P54760 whole entry, looked up, the tested form may be a part): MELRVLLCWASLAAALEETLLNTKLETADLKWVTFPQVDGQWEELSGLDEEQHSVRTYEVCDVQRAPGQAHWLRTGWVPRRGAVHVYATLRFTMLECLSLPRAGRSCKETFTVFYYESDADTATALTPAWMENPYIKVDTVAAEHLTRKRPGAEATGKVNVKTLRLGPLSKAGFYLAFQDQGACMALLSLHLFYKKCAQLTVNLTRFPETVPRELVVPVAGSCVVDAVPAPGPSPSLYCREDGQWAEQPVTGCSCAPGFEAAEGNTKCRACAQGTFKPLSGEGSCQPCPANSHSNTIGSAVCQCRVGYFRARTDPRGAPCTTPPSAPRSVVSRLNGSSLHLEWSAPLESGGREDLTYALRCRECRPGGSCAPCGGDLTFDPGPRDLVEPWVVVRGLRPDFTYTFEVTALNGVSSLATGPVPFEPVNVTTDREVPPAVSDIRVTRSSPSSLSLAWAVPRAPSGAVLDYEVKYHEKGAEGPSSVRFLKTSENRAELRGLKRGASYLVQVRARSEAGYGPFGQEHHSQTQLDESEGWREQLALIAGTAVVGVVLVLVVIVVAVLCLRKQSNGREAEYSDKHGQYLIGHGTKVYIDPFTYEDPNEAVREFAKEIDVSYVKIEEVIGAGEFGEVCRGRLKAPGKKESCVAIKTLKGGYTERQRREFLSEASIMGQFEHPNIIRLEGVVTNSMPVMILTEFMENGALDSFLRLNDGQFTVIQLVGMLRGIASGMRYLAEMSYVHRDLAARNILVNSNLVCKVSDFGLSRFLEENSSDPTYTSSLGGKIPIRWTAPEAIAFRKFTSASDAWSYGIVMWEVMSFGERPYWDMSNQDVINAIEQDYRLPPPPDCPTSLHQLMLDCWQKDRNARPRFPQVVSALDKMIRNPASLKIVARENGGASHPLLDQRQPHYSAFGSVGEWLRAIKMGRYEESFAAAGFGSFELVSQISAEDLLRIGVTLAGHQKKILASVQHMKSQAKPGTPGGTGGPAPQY
# Active calls of the source: *; · = no result given; [ ] = remark or other dose.
SMILES,PTPN22 act,CYP2C9 inh,PLK1 PBD inh,CYP2C9 activ,Rev-RRE block,PLK1 kinase inh,LYP inh 2,Candida biofilm,EphB4 antag
CCOc1cc(C#N)c(NC(=O)c2ccco2)cc1OCC,-4,-45,6,1.5,2,-9,1,5,-9
CCOC(=O)c1[nH]c2cc(OC)c(OC)cc2c1NC(=O)CN(C)C1CCCCC1,6,21,-11,0.8,8,-2,-8,2,6
CN(C)S(=O)(=O)c1ccc(NC(=O)CN2CCN(C(c3ccccc3)c3ccccc3)CC2)cc1,-10,3,46,1,4,-6,13,·,1
NS(=O)(=O)c1ccc(CCNc2ncnc3sccc23)cc1,3,42,-4,0.6,12,0,-4,4,2
COc1ccc(O)c(-c2cn[nH]c2-c2cccs2)c1,-2,88*,-5,0.1,12,-3,5,7,9
Cc1ccc(C(=O)C2CCN(CC(=O)NC3CCCCC3)CC2)cc1,1,27,-13,0.7,13,-9,-3,10,0
O=C(CS(=O)(=O)c1c[nH]c2ccccc12)Nc1ccc2c(c1)OCCO2,3,30,-7,0.7,2,-2,2,5,0
Cc1ccc(C(=O)N(CN2CCCC2=O)c2ccc(F)cc2)cc1C,-8,8,-3,0.9,4,-11,7,5,4
Cc1cccc(OC(=O)CN2C(=O)C3C4CCC(C4)C3C2=O)c1C (stereo not drawn),2,6,-38,0.9,2,-12,2,·,-4
COc1ccc(Cl)cc1N(C)C(=O)CCc1nc(-c2ccc(C)cc2)no1,-1,94*,-8,0.1,8,-13,2,7,2
CN(C)CCNC(=O)Nc1cccc(Cl)c1Cl,·,·,13,·,3,-7,·,·,-7
CS(=O)(=O)N(CC(=O)Nc1ccccc1Sc1ccccc1)c1ccc(F)cc1,-2,61*,-9,0.4,14,-14,6,·,5
CCOC(=O)C1CCCN(C(=O)c2ccccc2SCCOC)C1 (stereo not drawn),2,68*,3,0.3,4,2,-8,2,4
COc1cc2cc(/C=C/C(=O)c3ccco3)c(Cl)nc2cc1OC,-6,2,-30,1,79*[fluorescence artefact?],-27,8,0,9
CCCCN(CC)C(=O)c1ccc(Cl)c(Cl)c1,0,1,-3,1,6,-20,3,-2,3
Cc1ccc(NCC(=O)N/N=C/c2cc3ccccc3nc2Cl)cc1,-4,54*,2,0.5,10,-1,8,·,3
CCOc1cc(NC(=S)NCCCN2CCOCC2)c(OCC)cc1NC(=O)CC(C)C,-4,6,5,0.9,-3,-9,7,·,-3
CCN(CC)C(=O)Cn1ncc2c1-c1ccccc1OC2,8,10,3,0.9,8,0,-10,6,1
CCC(C(=O)NC1CCCC1)N(C(=O)c1snc(C(N)=O)c1N)c1ccc2c(c1)OCCO2 (stereo not drawn),-4,15,-4,0.9,0,-1,4,6,3
N#Cc1c(SCc2cccc(Cl)c2)sc(C(=O)c2ccccc2)c1N,-3,89*,8,0.1,9,-6,4,2,-6
O=C(CN(Cc1ccccc1)C(=O)CSc1nnc(COc2ccccc2)o1)NC1CCCC1,6,·,-18,·,5,-9,-7,1,-2
COc1ccc2oc(C(=O)c3ccccc3)c(NC(=O)CN3CCN(C)CC3)c2c1,-3,11,-29,0.9,5,-6,0,3,-1
O=P(O)(CP(=O)(c1ccccc1)c1ccccc1)c1ccccc1,0,-3,-9,1,3,-2,-2,·,-4
Cc1nn(C)cc1C1C2=C(CC(C)(C)CC2=O)N(c2ccccc2)C2=C1C(=O)CC(C)(C)C2,4,40,-9,0.6,0,-18,-5,·,0

# 13 compounds already listed, sorted by length of the SMILES, lowest first:
SMILES,PTPN22 act,CYP2C9 inh,PLK1 PBD inh,CYP2C9 activ,Rev-RRE block,PLK1 kinase inh,LYP inh 2,Candida biofilm,EphB4 antag
CN(C)CCNC(=O)Nc1cccc(Cl)c1Cl,·,·,13,·,3,-7,·,·,-7
CCCCN(CC)C(=O)c1ccc(Cl)c(Cl)c1,0,1,-3,1,6,-20,3,-2,3
CCN(CC)C(=O)Cn1ncc2c1-c1ccccc1OC2,8,10,3,0.9,8,0,-10,6,1
CCOC(=O)C1CCCN(C(=O)c2ccccc2SCCOC)C1 (stereo not drawn),2,68*,3,0.3,4,2,-8,2,4
O=P(O)(CP(=O)(c1ccccc1)c1ccccc1)c1ccccc1,0,-3,-9,1,3,-2,-2,·,-4
COc1cc2cc(/C=C/C(=O)c3ccco3)c(Cl)nc2cc1OC,-6,2,-30,1,79*[fluorescence artefact?],-27,8,0,9
N#Cc1c(SCc2cccc(Cl)c2)sc(C(=O)c2ccccc2)c1N,-3,89*,8,0.1,9,-6,4,2,-6
COc1ccc(Cl)cc1N(C)C(=O)CCc1nc(-c2ccc(C)cc2)no1,-1,94*,-8,0.1,8,-13,2,7,2
CS(=O)(=O)N(CC(=O)Nc1ccccc1Sc1ccccc1)c1ccc(F)cc1,-2,61*,-9,0.4,14,-14,6,·,5
COc1ccc2oc(C(=O)c3ccccc3)c(NC(=O)CN3CCN(C)CC3)c2c1,-3,11,-29,0.9,5,-6,0,3,-1
O=C(CN(Cc1ccccc1)C(=O)CSc1nnc(COc2ccccc2)o1)NC1CCCC1,6,·,-18,·,5,-9,-7,1,-2
CCC(C(=O)NC1CCCC1)N(C(=O)c1snc(C(N)=O)c1N)c1ccc2c(c1)OCCO2 (stereo not drawn),-4,15,-4,0.9,0,-1,4,6,3
Cc1nn(C)cc1C1C2=C(CC(C)(C)CC2=O)N(c2ccccc2)C2=C1C(=O)CC(C)(C)C2,4,40,-9,0.6,0,-18,-5,·,0

# (list continues)
SMILES,PTPN22 act,CYP2C9 inh,PLK1 PBD inh,CYP2C9 activ,Rev-RRE block,PLK1 kinase inh,LYP inh 2,Candida biofilm,EphB4 antag
COc1ccc(-c2nnc(SCC(=O)c3ccc4c(c3)OCCO4)o2)cc1,0,·,-3,·,5,-45,0,10,-1
CCCSc1nsc(NC(=O)C(c2ccccc2)c2ccccc2)n1,-1,73*,20,0.3,27,-2,-2,4,-8
O=C(NCC1CCCO1)c1ccc(S(=O)(=O)N2CCC(c3nc4ccc(Cl)cc4[nH]3)CC2)cc1 (stereo not drawn),6,·,5,·,8,8,-6,4,-7
CCOC(=O)C1CCN(C(=O)CN(c2ccc(Cl)c(C(F)(F)F)c2)S(C)(=O)=O)CC1,-7,-50,-18,1.5,6,-10,11,1,-6
O=C1COc2ccc(C(=O)c3ccccc3C(=O)NCc3ccco3)cc2N1,-1,10,-20,0.9,-5,-11,-2,1,-2
CCC(C)NS(=O)(=O)c1ccc(NC(=O)CCC2CCCCC2)cc1 (stereo not drawn),0,8,-3,0.9,6,-7,1,1,0
O=C(Nc1nnc(C2CC2)s1)c1cccc(S(=O)(=O)N2CCc3ccccc32)c1,-5,37,-33,0.6,10,-15,4,-1,-2
O=S(=O)(NCC1CCCO1)c1ccc(S(=O)(=O)N(Cc2ccc(F)cc2)C2CCCCC2)cc1 (stereo not drawn),-7,·,13,·,5,-8,8,1,-7
CCOC(=O)Nc1sc2c(c1C#N)CCC(C)C2 (stereo not drawn),3,·,-2,·,12,-8,-4,6,5
CSc1ccccc1NC(=O)CSCc1ccc(C)cc1,6,28,6,0.7,7,-15,-2,·,-6
COc1cc(C(=O)NCCN2CCOCC2)cc(OC)c1OC,6,-10,15,1.1,4,3,-5,4,-1
O=C(c1nc2nc(-c3ccccc3)cc(C(F)(F)F)n2n1)N1CCOCC1,-8,32,-6,0.7,0,2,9,5,0
Nc1nc(-c2ccc(Cl)cc2)cn1N,3,-3,-8,1,6,16,-2,7,0
CC(=O)N=c1sc(C(C)(C)C)c(C)n1C,11,-65,13,1.7,3,-9,-10,-1,-9
Fc1ccccc1COc1ccc(/C=N/n2cnnc2)cc1,4,95*,-15,0.1,6,3,-5,-3,8
C[N+]1(CCNC(=O)/C=N/O)CCCCC1,-2,6,-6,0.9,11,96*,0,3,-2
CCOC(=O)c1ccc(-n2nc(C(F)(F)F)c3c(C)cc(=O)oc32)cc1,-8,·,-8,·,6,0,9,8,6
O=C(CSc1nc(-c2ccccc2)nc2c1Cc1ccccc1O2)Nc1ccccc1,-1,25,-25,0.8,7,-2,0,7,1
Cc1nn(Cc2ccccc2)c(C)c1C(=O)Nc1ccc(N2CCOCC2)cc1,7,-15,11,1.1,3,-13,-8,7,-3
CC(C)(C)C(=O)NC(Nc1cccc2cccnc12)C(Cl)(Cl)Cl (stereo not drawn),2,54*,28,0.5,14,-4,1,·,7
C(=N\n1cnnc1)/C1CCCCC1,5,12,2,0.9,13,11,-8,2,-3
CCCCC1CC1C(=O)Nc1ncc2c(n1)CC(C)(C)CC2=O (stereo not drawn),-3,19,3,0.8,8,-5,5,6,-2
O=C(Nc1nccs1)C1C2/C=C\CCCCC21 (stereo not drawn),7,18,-14,0.8,-5,-12,-12,1,-6
O=C(Nc1cccnc1)c1noc2c1CCCCC2,-6,34,-1,0.7,2,-5,4,9,-4
COCCNC(=O)c1ccc(CN2CCOCC2)cc1,3,·,11,·,4,-5,-4,5,-6
Cc1cccc(C(=O)Nc2sc3c(c2C#N)CCCCC3)c1,5,·,-3,·,9,-12,-5,11,3
CCOC(=O)c1ccc(N2C(=O)CC(N3CCCC(C)C3)C2=O)cc1 (stereo not drawn),-4,-12,-19,1.1,-1,-4,6,4,-2
Nc1ccccc1C(=O)NNc1ncc(C(F)(F)F)cc1Cl,12,-17,3,1.2,-1,-10,-9,·,-4
O=C(CNC(=O)c1cccs1)OCC(=O)c1cccs1,3,3,18,1,3,-8,1,8,-3
COc1ccccc1CNC(=O)C1CC(=O)N(C2CCCC2)C1 (stereo not drawn),4,12,35,0.9,-1,-8,-6,6,-5
N#CC1=C(N)Oc2nc(-c3ccccc3)[nH]c2C1c1cccnc1 (stereo not drawn),-2,36,3,0.6,7,-1,1,-2,5
Oc1ccc2ccccc2c1C=Nc1ccc(N2CCOCC2)cc1,-1,-44,-33,1.4,72*[fluorescence artefact?],3,2,5,4
C=CCn1c(=O)/c(=C2/SC(C)=C(C)N2CC)s/c1=C1/C(=O)N(CC)C(=S)N1c1ccccc1,-2,-28,-5,1.3,17,-8,3,-1,5
COC(=O)c1cccc(NC(=O)Cc2coc3cc(OC)ccc23)c1,0,·,-18,·,10,-5,-4,-4,13
Cn1ncc(C#N)c1NC(=O)C1CC(c2ccc(Cl)cc2)=NO1 (stereo not drawn),0,31,15,0.7,-1,-6,2,6,-5
COc1ccc2cc(C#N)c(N3CCN(Cc4nnnn4CCC(C)C)CC3)nc2c1,-10,57*,10,0.4,17,10,9,8,8
CCOC(=O)c1c(NC(=O)c2c(C)noc2C)sc2c1CCCCC2,7,-6,-21,1.1,14,-4,-5,2,9
COc1cccc(NC(=O)CCCOc2cc(=O)n(C)c3ccccc23)c1,1,15,1,0.8,2,-9,2,-1,10
O=C(Nc1ccccc1N1CCN(c2ccc(F)cc2)CC1)c1ccccc1,6,42,-7,0.6,5,-6,-2,2,-1
Cc1cccc(C)c1OCC(=O)NCc1nnc(SCC(=O)NC2CCCCC2C)n1C (stereo not drawn),3,1,2,1,-3,-10,-4,3,-3
